Screening data from PubChem BioAssay.
LYP phosphatase: inhibitors of LYP phosphatase, biochemical, fluorescence intensity, uHTS (AID 1779); inhibition, % at 11.5 µM, or IC50 in µM where a hit was titrated; recombinant LYP phosphatase, fluorescence intensity; higher % means a stronger effect; 290,000 tested, 0.054% active;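 also: plate controls were vehicle with enzyme for no effect and no enzyme for full effect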
HEK293 NOD2/NF-kB: NOD2 signaling inhibitors, cell-based, luminescence, uHTS, HEK293 (AID 1566); HEK293 NOD2/NF-kB luciferase reporter, luminescence; higher % means a stronger effect; one-dose inhibition, % at 4 µM; EC50 in µM for titrated hits; 290,000 tested, 0.63% active; also: many of its hits are not listed in these tables
Lipid droplet: modulators of hepatic lipid droplet formation; AML12 mouse hepatocytes, oleate lipid droplets, BODIPY imaging; inhibition, % at 6.5 µM; 240,000 tested, 0.4% active;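 active = lipid droplet intensity inhibited by at least 50%, with more than 500 cells counted; inconclusive = wells with under 300 cells, treated as cytotoxic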
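Test system: AML12 mouse liver cells; schedule: overnight exposure; technique: high-content imaging of BODIPY-stained droplets and DAPI nuclei; read-out: % inhibition of corrected integrated BODIPY droplet signal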
SIAH1 antagonists: Siah-1 peptide-binding antagonists, primary screen, biochemical, fluorescence polarization, rhodamine-plectin, uHTS (AID 1817); Siah-1 / rhodamine-plectin peptide fluorescence polarization; higher % means a stronger effect; 290,000 tested, 0.02% active; displacement, % at 20 µM, or IC50 in µM where a hit was titrated;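 active = displacement of at least 50% at 20 µM, with a fluorescence ratio check between 0.3 and a set limit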;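 also: plate controls were Siah plus tracer with DMSO for no effect and tracer alone without Siah for full effect; strong numbers were not always called active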
AID2073: inhibitors of Mint1-CaV2.2 protein interaction, biochemical, HTRF (AID 2073) | HTRF protein-protein interaction, Mint1-CaV2.2; higher % means a stronger effect | inhibition, % at 20 µM; hits with a dose series show IC50 in µM | 290,000 tested, 0.19% active; in the data active = inhibition mostly above about 51%, no sharp cut-off; inconclusive = no clear call, values can overlap the other calls; inactive = mostly below about 53%; also: some results filed as inactive read as strong as hits
Myeloid diff 2: myeloid differentiation induction; ER-HoxA9 myeloid progenitors, lysozyme-GFP differentiation, flow cytometry; calls only at 10 µM; 360,000 tested, 1% active;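 active = normalized GFP-positive differentiation at or above the plate's own cutoff, the solvent-only control mean plus 3 SD; inconclusive = no clear call, values can overlap the other calls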;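 also: cells exposed to compound for four days before flow analysis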
NS5 inhibitors: flavivirus cap methylation enzyme inhibition – biochemical, confirmation dose response, primary screen (AID 588689) | Dengue-2 NS5 methyltransferase capping enzyme assay, biochemical; higher % means a stronger effect | one-dose inhibition, % at 25 µM; IC50 in µM for titrated hits | 340,000 tested, 0.3% active; in the data active = a potency from the dose series; inconclusive = inhibition above about 29% without an active follow-up result
HIV peptide binding: inhibitors of HIV fusion peptide binding, primary screen, biochemical, uHTS, fluorescence dequenching (AID 1986) | one-dose inhibition, % at 20 µM; IC50 in µM for titrated hits | 290,000 tested, 0.3% active | cell-free peptide binding, fluorescence dequenching, 30 min; higher % means a stronger effect; in the data active = inhibition mostly above about 52%, no sharp cut-off; inactive = mostly below about 76%; also: some results filed as inactive read as strong as hits
XIAP antagonists: small molecules displacing peptide from XIAP – biochemical, IAP family, fluorescence polarization (AID 1018) | XIAP BIR domain, fluorescence polarization peptide displacement; higher % means a stronger effect | displacement, % at 20 µM, or IC50 in µM where a hit was titrated | 200,000 tested, 0.007% active; in the data active = displacement above about 50%; also: a part of the inactive calls stands beside numbers as strong as those of hits
Lipid droplet cells 6.5 µM: further read-out of Lipid droplet, marked with its call; cell count; measured here: cell count, cytotoxicity flag;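 cells counted across two imaged fields per well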
Myeloid diff 2 GFP+ MAC1+ %: further read-out of Myeloid diff 2, marked with its call; GFP+ MAC1+ double positive, %; measured here: differentiation confirmed by MAC1 staining
* marks the source's active call; other numbers are inactive results; i = inactive; u = inconclusive; x = not tested or not shown; + = active, no number. Rule as the data show it, unless noted: active = inhibition above about 50%; inactive = the rest.

Second line of a record – SIAH1 antagonists, Myeloid diff 2 GFP+ MAC1+ %, HEK293 NOD2/NF-kB, LYP phosphatase, Lipid droplet cells 6.5 µM, HIV peptide binding, Lipid droplet, AID2073, NS5 inhibitors, XIAP antagonists, Myeloid diff 2
1. Cc1cccc(NS(=O)(=O)c2cc3c4c(c2)C(C)C(=O)N4CCC3)c1 (configuration not stated)
    2%, 0.4, 24%, -14%, 673, -1.2%, -20, 3%, 0%, x, i
2. CN(C)CCCNc1ccc(-c2cc(Nc3cccc(Cl)c3)ncn2)cn1
    -1%, 1.2, 21%, -5%, 632, 1.4%, 8, 5%, -3%, x, i
3. Cc1ccc(C)c(OC(=O)c2cncc(Br)c2)c1
    0%, 0.6, 14%, 2%, 688, 0.8%, -7, 0%, 3%, -0.1%, i
4. Cc1ccc(S(=O)(=O)NCC(=O)OCC(=O)Nc2ncc(Cl)cc2Cl)cc1
    -1%, 0.8, -2%, 1%, 621, 5.3%, -14, 16%, 0%, -1.4%, i
5. COc1cccc(Cn2cccc(NC(=O)Nc3ccc(C#N)cc3)c2=O)c1
    1%, 0.8, 42%, -10%, x, -1.9%, x, 10%, -6%, -5.8%, i
6. CCOC(=O)Cc1csc(NC(=O)Nc2ccc(Cl)cc2)n1
    -3%, 0.9, 8%, -1%, 743, -0.6%, -8, 5%, -3%, x, i
7. CCN(CC)C(=O)C1CCCN(c2ccc([N+](=O)[O-])cc2/C=N/NC(=O)c2cccc([N+](=O)[O-])c2)C1 (configuration not stated)
    2%, 0.5, 2%, 6%, x, -4.0%, x, 24%, -4%, -1.3%, i
8. CCCCNC(=O)C(=O)c1ccccc1NC(C)=O
    0%, 0.4, 19%, -6%, x, -0.7%, x, 7%, 3%, -6.2%, i
9. CCOC(=O)c1nc2ccccc2c(=O)[nH]1
    -6%, 0.3, -16%, -1%, 696, -1.9%, -4, 0%, 2%, x, i
10. Cc1cc(C(F)(F)F)c(C#N)c(N2CCOCC2)n1
    -2%, 0.5, 8%, -3%, x, 0.7%, x, 3%, 1%, -3.7%, i
11. NC(=O)Nc1ccc(Nc2ccccc2)cc1
    -4%, 0.5, 9%, 6%, 699, -2.8%, 2, -6%, -6%, x, i
12. Cc1ccc(Sc2ncccc2C(=O)NC2CCCCCC2)cc1C
    4%, 0.6, 3%, -8%, 671, 0.0%, 4, 4%, -7%, -7.8%, i
13. Cc1nnc(SCC(=O)NC2CCCC2)n1CCc1ccccc1
    5%, 0.5, 15%, -5%, 791, 1.6%, -3, 2%, -12%, x, i
14. CC1CCN(S(=O)(=O)c2ccc(Cl)cc2Br)CC1
    3%, 1.3, 2%, 3%, 684, -0.5%, -18, 22%, -10%, -10%, i
15. Cc1ccc(-c2csc(NC(=O)c3ccco3)n2)cc1C
    4%, 0.4, -52%, -4%, 828, 2.0%, -30, 4%, x, x, i

Overlap with the part before: 7 compounds, then new ones.
Second line of a record – SIAH1 antagonists, Myeloid diff 2 GFP+ MAC1+ %, HEK293 NOD2/NF-kB, LYP phosphatase, Lipid droplet cells 6.5 µM, HIV peptide binding, Lipid droplet, AID2073, NS5 inhibitors, XIAP antagonists, Myeloid diff 2
9. CCOC(=O)c1nc2ccccc2c(=O)[nH]1
    -6%, 0.3, -16%, -1%, 696, -1.9%, -4, 0%, 2%, x, i
10. Cc1cc(C(F)(F)F)c(C#N)c(N2CCOCC2)n1
    -2%, 0.5, 8%, -3%, x, 0.7%, x, 3%, 1%, -3.7%, i
11. NC(=O)Nc1ccc(Nc2ccccc2)cc1
    -4%, 0.5, 9%, 6%, 699, -2.8%, 2, -6%, -6%, x, i
12. Cc1ccc(Sc2ncccc2C(=O)NC2CCCCCC2)cc1C
    4%, 0.6, 3%, -8%, 671, 0.0%, 4, 4%, -7%, -7.8%, i
13. Cc1nnc(SCC(=O)NC2CCCC2)n1CCc1ccccc1
    5%, 0.5, 15%, -5%, 791, 1.6%, -3, 2%, -12%, x, i
14. CC1CCN(S(=O)(=O)c2ccc(Cl)cc2Br)CC1
    3%, 1.3, 2%, 3%, 684, -0.5%, -18, 22%, -10%, -10%, i
15. Cc1ccc(-c2csc(NC(=O)c3ccco3)n2)cc1C
    4%, 0.4, -52%, -4%, 828, 2.0%, -30, 4%, x, x, i
16. CC(C)NC(=O)c1ccccc1S(=O)(=O)c1ccccc1C#N
    -4%, 0.9, 14%, -6%, x, -4.8%, x, -2%, -1%, -6.2%, i
17. Cc1cc(C)cc(Nc2nc(-c3ccc(S(=O)(=O)N4CCCC4)cc3)cs2)c1
    4%, x, 4%, 4%, 670, 0.2%, -25, 67%*, 0%, -8.2%, +
18. CCN(CC)c1ccc(C(=O)OCC(=O)NC2CCCCC2C)cc1 (configuration not stated)
    0%, 0.2, -2%, 3%, 763, -1.4%, 13, 6%, -10%, -2.7%, i
19. O=C(COC(=O)c1ccccn1)Nc1ccccc1OC(F)F
    -3%, 0.4, 7%, -2%, 643, -0.7%, 2, -6%, 1%, -6.5%, i
20. CCCn1c(N)c(N(CCOC)C(=O)c2cccc(F)c2)c(=O)[nH]c1=O
    -10%, 6.2, -8%, 0%, 873, -2.4%, 16, -5%, 3%, x, i
21. CCOC(=O)c1cc(C#N)c(SCC(=O)c2cc(C#N)c(SC)nc2C)[nH]c1=O
    -1%, 2.4, 27%, 2%, x, 3.8%, x, 76%, 23%, -29%, i
22. Cc1ccc2c(c1)NC(=O)C(CC(=O)NCCN(CC(C)C)CC(C)C)O2 (configuration not stated)
    13%, 2.2, -5%, -2%, 690, 0.1%, 12, 0%, -5%, -2.5%, i
23. Cc1cc(C)c2nc(SCC(=O)NCCC3=CCCCC3)cc(C)c2c1
    4%, 1.5, 14%, -1%, 738, 1.5%, -38, -2%, -9%, -3.8%, i
24. CCCOc1ccc(N2C(=O)CC(NNC(=O)c3ccc(COc4ccccc4)o3)C2=O)cc1 (configuration not stated)
    8%, 0.5, 15%, -4%, 664, 3.5%, 18, 10%, -1%, -3.6%, i
25. CCOc1ccccc1CN1CCNC(=O)C1CC(=O)N(C)Cc1nonc1C (configuration not stated)
    5%, 0.7, 0%, -7%, 669, 1.5%, -21, -4%, 4%, x, i
26. COc1ccc(C(=O)CN2C(=O)NC(C)(c3ccc(C)cc3)C2=O)cc1OC (configuration not stated)
    2%, 0.9, 15%, -4%, x, -2.0%, x, 4%, -5%, -6.0%, i
27. O=C1CN(C(=O)Cn2ncc(Cl)c(Cl)c2=O)c2ccccc2N1
    3%, x, x, -1%, 321*, 1.5%, 126*, 30%, -7%, -12%, u
28. COC(=O)c1cc2c(=O)c3ccccc3oc2nc1/C=C/N(C)C
    4%, 22*, -3%, -2%, 719, 41%, 20, 10%, -16%, x, +
29. O=C(NCCN1CCOCC1)c1ccc(Cl)c(S(=O)(=O)N2CCCCCC2)c1
    -4%, 1.0, 5%, 3%, x, 0.2%, x, 7%, -6%, -5.3%, i
30. COc1ccc(N2CCN(CC(=O)c3ccccc3)CC2)cc1
    1%, 0.5, -16%, -6%, 832, -3.1%, 6, -4%, 5%, x, i

Look-ups from the results shown.
Value of COc1cccc(Cn2cccc(NC(=O)Nc3ccc(C#N)cc3)c2=O)c1 in AID2073: 10%
Value of CC(C)NC(=O)c1ccccc1S(=O)(=O)c1ccccc1C#N in HEK293 NOD2/NF-kB: 14%

(list continues)
Second line of a record – SIAH1 antagonists, Myeloid diff 2 GFP+ MAC1+ %, HEK293 NOD2/NF-kB, LYP phosphatase, Lipid droplet cells 6.5 µM, HIV peptide binding, Lipid droplet, AID2073, NS5 inhibitors, XIAP antagonists, Myeloid diff 2
31. Cc1ccc(C2CC(C(F)F)n3ncc(C(=O)Nc4cnn(Cc5ccccc5C)c4)c3N2)cc1 (configuration not stated)
    1%, 1.6, 6%, -4%, x, -1.5%, x, 6%, -4%, -3.6%, i
32. CC1=C(C#N)C2C(/C1=N/O)C2(C)C (configuration not stated)
    6%, 7.3, 5%, -5%, x, -5.0%, x, 6%, -1%, -7.3%, i
33. CCN(CC)c1nc2c(c(=O)[nH]c(=O)n2C)n1Cc1ccccc1Cl
    14%, 0.8, 6%, -7%, 819, -0.6%, -16, 1%, -8%, x, i
34. COc1ccc(NC(=O)COc2ccccc2)cc1Cl
    5%, x, 3%, -10%, 798, -0.9%, 0, -2%, -4%, x, x
35. C=CCSc1nc(N(CC)CC)c2sccc2n1
    1%, 1.2, 35%, 3%, x, 2.8%, x, 19%, -5%, -4.6%, i
36. O=C(C1CC(=O)N(C2CCCCC2)C1)N1CCc2ccccc21 (configuration not stated)
    2%, 0.5, 9%, -7%, 623, 3.2%, -6, -12%, 0%, -7.3%, i
37. COc1ccccc1NC(=O)C1CCN(S(=O)(=O)c2ccc3c(c2)NC(=O)C(C)S3)CC1 (configuration not stated)
    1%, 1.8, 5%, -5%, 664, 0.4%, -6, 1%, -22%, x, i
38. Cc1cc(=O)oc2cc(OC(C)C(=O)NCC3CCC(C(=O)O)CC3)c(Cl)cc12 (configuration not stated)
    -4%, 2.3, 14%, -7%, 800, 1.3%, -2, -4%, -1%, x, i
39. CC(C)Oc1ccccc1NC(=O)CSc1nccn1C
    0%, 0.3, 5%, -5%, 770, 0.7%, -11, 4%, 12%, x, i
40. COc1cccc(C2CC(c3cccs3)=NN2C(=O)CSc2nc3ccccc3o2)c1OC (configuration not stated)
    -2%, 0.8, 20%, 0%, 627, -2.0%, 8, 9%, -2%, 2.3%, i
41. COc1ccc(Nc2ncnc3c2cnn3-c2ccccc2)cc1OC
    11%, 1.6, 6%, -2%, 703, 20%, 22, 1%, -3%, 1.4%, i
42. COc1ccc(CCNC(=O)c2cc(=O)c3cc(C)ccc3o2)cc1OC
    0%, 0.6, x, -11%, 807, -2.4%, 17, -2%, -1%, x, i
43. CC1CCCCC1NC(=O)CSc1nnc(CNC(=O)c2ccccc2)n1C (configuration not stated)
    -3%, 0.2, -10%, 4%, 677, 0.4%, 0, -12%, 6%, -5.0%, i
44. OCCCNc1nc(-c2ccc(Cl)cc2)nnc1-c1ccccc1
    0%, 0.1, 17%, -13%, 647, -0.3%, 6, -2%, 1%, -5.7%, i
45. O=C(O)C1CC1c1ccc(Br)cc1 (configuration not stated)
    2%, 0.9, -14%, -6%, x, -0.7%, x, 1%, -6%, -1.7%, i
46. C/C(=N\Nc1ccc(Cl)c(Cl)c1)c1ccc(-n2ccnc2)cc1
    -7%, 0.7, -87%, 2%, 726, 2.3%, 16, 2%, -4%, -42%, i
47. Cc1[nH]nc(N)c1N=Nc1ccc(Br)cc1
    2%, x, -104%, 5%, 713, -1.8%, 15, -6%, x, 0.5%, x

Not all compounds are listed; count on the stated rates, not on these rows.
